VP16 counter: VP16 counterscreen qHTS for inhibitors of ROR gamma transcriptional activity | Drosophila S2 Gal4-VP16 UAS-luciferase, luminescence, 20 h | AID 2546, 2010 | 3.5% of 310,000 active | Potency, µM (series often up to 53.6 µM), for the others: at the highest dose activity, negative = inhibition, usual class: inhibitors;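 further: Gal4-VP16 expression switched on by copper sulfate through the metallothionein promoter; potency means the concentration at half of the fitted maximal effect; on the % scale 0 is the no-effect control and ±100 the full control effect; nearly all actives have a fitted effect of over 50% in size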
NPC1 prom act: qHTS Assay for NPC1 Promoter Activators | Huh7 NPC1 promoter luciferase reporter, 24 h | Potency, µM (top dose mostly 9.22 µM), inactives show at the highest dose activation, most hits filed as activators | 2.4% of 320,000 active | AID 485313, 2010;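 further: potency means the concentration at half of the fitted maximal effect; % of control where 0% means no effect; nearly all actives have a fitted effect of over 60% in size; reporter is driven by a mutant NPC1 promoter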
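Cells: Huh7 expressing luciferase under the NPC1 promoter, 1500/well. Seeded 2 h, compound added, incubated 24 h at 37 °C. Luciferase reagent, 10 min ambient, then luminescence.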
Tb PFK inh: qHTS Assay to Find Inhibitors of T. brucei phosphofructokinase. T. brucei PFK, ADP-Glo luminescence. Potency, µM (highest dose often 57.5 µM), for inactives: top-dose activity, negative = inhibition, most hits filed as inhibitors. 0.17% of 330,000 active;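 further: potency means the concentration at half of the fitted maximal effect; 0% = uninhibited 1x PFK enzyme wells and -100% = no-enzyme wells; nearly all actives have a fitted effect of over 60% in size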
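Activity is normalized to no-enzyme wells (full inhibition) and 1.25 nM enzyme wells (no inhibition). Reaction: 0.5 mM F6P, 0.1 mM ATP, 45 min RT, ADP-Glo luminescence; concentration-response curves fitted and classed by quality.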
Rab9 prom act: qHTS Assay for Rab9 Promoter Activators; Huh7 Rab9 promoter-luciferase reporter, luminescence, 24 h; Potency, µM (top dose mostly 9.22 µM), for inactives: at the top dose activation, negative = inhibition, most hits filed as activators; 2.8% of 320,000 active; further: potency means the concentration at half of the fitted maximal effect; % of control where 0% means no effect; nearly all actives have a fitted effect of over 60% in size
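Cells were plated at 1500 per well in reduced-serum medium with 10% FBS and left 2 h. Compound in DMSO was then added for 24 h at 37 °C. Reporter signal was read by luminescence after 10 min with luciferase detection reagent.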
KCNH2 3.1 inh: qHTS for Inhibitors of KCHN2 3.1: Mutant qHTS; 0.95% of 340,000 active; U2OS KCNH2 3.1, thallium flux FluxOr; hits give low values; activity change, % (tested at about 1.8 µM);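 active means maximum activity change below -70%; inconclusive means maximum activity change from -70% to -50%; inactive means maximum activity change above -50%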;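 further: thallium influx rate constant from kinetic fluorescence after stimulation buffer; on the % scale 0 is the no-effect control and ±100 the full control effect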
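Kinetic fluorescence (2 min after stimulation buffer) measures Tl+ influx through KCNH2 3.1 expressed by viral transduction in U2OS cells; the rate constant is normalized against DMSO controls serving as positive and negative references.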
Giardia killer: Small Molecules that selectively kill Giardia lamblia: qHTS; Giardia lamblia trophozoite viability; activity change, % at 7.66 µM, hits read low; 0.15% of 340,000 active; in the data active means activity change below about -80%; inconclusive means between about -30% and that limit;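 further: parasites exposed to compound for two days anaerobically before the ATP read; on the % scale 0 is the no-effect control and ±100 the full control effect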
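Giardia trophozoites, 100 cells per well, were exposed to compounds for 48 hrs at 37 deg C under anaerobic conditions; viability was then read as ATP content by bioluminescence after 15-30 min at room temperature.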
RORg inh: qHTS for inhibitors of ROR gamma transcriptional activity; Drosophila S2 Gal4-RORgamma UAS-luciferase reporter, 20 h; Potency, µM (titrated, usually from 53.6 µM), for inactives: at the top dose activity change, negative = inhibition, most hits filed as inhibitors; Nuclear receptor ROR-gamma (Mus musculus), P51450; 5.4% of 310,000 active; further: potency means the concentration at half of the fitted maximal effect; on the % scale 0 is the no-effect control and ±100 the full control effect; nearly all actives have a fitted effect of over 60% in size
Target sequence (P51450 whole entry, looked up, the tested form may be a part): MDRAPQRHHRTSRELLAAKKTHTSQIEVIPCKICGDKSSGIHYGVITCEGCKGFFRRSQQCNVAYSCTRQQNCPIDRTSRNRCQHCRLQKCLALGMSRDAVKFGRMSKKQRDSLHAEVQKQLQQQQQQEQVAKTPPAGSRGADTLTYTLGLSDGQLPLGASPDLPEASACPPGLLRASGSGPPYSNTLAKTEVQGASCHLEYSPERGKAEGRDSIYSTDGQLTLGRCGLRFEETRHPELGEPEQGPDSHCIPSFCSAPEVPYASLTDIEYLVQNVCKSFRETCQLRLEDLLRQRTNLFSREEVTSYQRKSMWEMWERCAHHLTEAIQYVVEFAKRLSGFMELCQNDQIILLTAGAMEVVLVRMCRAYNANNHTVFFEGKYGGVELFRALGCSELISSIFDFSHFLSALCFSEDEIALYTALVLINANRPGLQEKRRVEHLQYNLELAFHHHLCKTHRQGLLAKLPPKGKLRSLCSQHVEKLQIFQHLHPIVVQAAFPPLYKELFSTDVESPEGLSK
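Luminescence from a UAS-regulated Photinus luciferase reporter in stably transfected Drosophila Schneider cells is measured; decreased signal marks ROR gamma inhibition. Fusion expression is induced by 700 uM copper sulfate for 20 hr.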
ELG1 genotoxic: qHTS screen for small molecules that induce genotoxicity in human embryonic kidney (HEK293T) cells expressing luciferase-tagged ELG1; HEK293T ELG1-luciferase reporter, luminescence, 16 h; AID 504466, 2011; 1.3% of 330,000 active; Potency, µM (top dose mostly 46 µM), for inactives: at the top dose activity change, positive = activation, usual class: activators; further: potency means the concentration at half of the fitted maximal effect; % of control where 0% means no effect; nearly all actives have a fitted effect of over 60% in size
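HEK293T cells expressing luciferase-tagged ELG1 were treated with compound or DMSO for 16 hr at 37°C. Luciferase activity was then read after 30 min with ONE-Glo at room temperature; rising signal flags genetic stress.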
FBPA coupling cs: qHTS Assay for Inhibitors of Fructose-1,6-bisphosphate Aldolase from Giardia Lamblia: Coupling assay counterscreen; 0.67% of 290,000 active; AID 2472, 2010; coupling enzyme system counterscreen, AmpLite Red fluorescence; activity change, negative = inhibition, % at 58.2 µM, hits read low; in the data active means activity change below about -30%; further: on the % scale 0 is the no-effect control and ±100 the full control effect
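Counterscreen of the coupled detection system alone, without aldolase: glyceraldehyde-3-phosphate coupling enzymes plus AmpLite Red readout. Compounds at 57.5 uM final, 10 min RT preincubation, 20 min RT reaction, fluorescence 525/598 nm.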
FLuc counter: qHTS profiling assay for firefly luciferase inhibitor/activator using purifed enzyme and Km concentrations of substrates (counterscreen for miR-21 project). Luciferin 4-monooxygenase (Photinus pyralis), P08659. Potency, µM (highest dose often 57.5 µM), for the others: at the top dose activity change, negative = inhibition, hits mostly inhibitors. purified FLuc, Km substrates, luminescence inhibition. 6.9% of 360,000 active;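 further: potency means the concentration at half of the fitted maximal effect; plate controls were vehicle for no effect and reference inhibitor for full effect; nearly all actives have a fitted effect of over 55% in size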
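Purified P. pyralis luciferase (10nM final) with 10uM D-luciferin and 10uM ATP (Km levels) in 50mM Tris acetate pH 7.5, 10mM Mg acetate, 0.01% Tween-20, 0.05% BSA; qHTS 6-point titration, ~60 µM downward; luminescence read.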
uPA generation: qHTS for Inhibitors of Cell Surface uPA Generation. 0.31% of 330,000 active. Potency, µM (series often up to 38.3 µM), for the others: at the top dose activity change, negative = inhibition, hits mostly inhibitors. cell surface uPA generation assay, qHTS; active means well fitted inhibition curve with a large enough effect; inconclusive means small, poorly fitted or top-dose-only effect; inactive means no such curve, though single readings can be large or run the other way; tested in mouse RAW 264.7 cells; further: potency means the concentration at half of the fitted maximal effect; on the % scale 0 is the no-effect control and ±100 the full control effect; nearly all actives have a fitted effect of over 55% in size
The depositor's hits bear a star; ? = inconclusive; . = not tested or not shown; [ ] = dose if it differs, or a comment. Unless noted, the call rests on the fitted dose curve; in most records, active means well fitted curve in the direction sought with a large enough effect; inconclusive means small, poorly fitted or top-dose-only effect, or another doubt; inactive means no such curve, though single readings can be large; an effect the other way counts as inactive or inconclusive.

SMILES	VP16 counter	NPC1 prom act	Tb PFK inh	Rab9 prom act	KCNH2 3.1 inh	Giardia killer	RORg inh	ELG1 genotoxic	FBPA coupling cs	FLuc counter	uPA generation
COc1ccc(CCN2C(=O)c3[nH]nc(-c4ccccc4O)c3C2c2cccc(O)c2)cc1OC (stereo unspecified)	-14.3%	1.6%	3.3%	-0.8%	-3.9	-9.7	-5.8%	-2.8%	0.1	-4.3%	-1.3%
Cc1ccc(C(=O)NC23CC4CC(CC(C4)C2)C3)c(Cl)c1	23.1%	15.8%	-2.3%	12.8%	?	-6.4	29.1%	5.0%	2.0	?	-2.0%
Nc1nnnn1/N=C/c1cccc(Oc2ccccc2)c1	9.3%	0.1%	1.8%	8.6%	1.8	8.0	37.3%	16.3%	0.5	-14.3%	1.4%
COc1ccccc1NC(=O)c1cc[n+](C)cc1	-4.0%	0.2%	-2.8%	-2.1%	-11.1	8.2	-11.0%	2.6%	-1.0	0.2%	5.7%
Cc1ccc(-n2c(SCC(=O)Nc3cc(S(=O)(=O)N4CCOCC4)ccc3Cl)nc3ccccc3c2=O)cc1	13.7%	-0.4%	6.1%	-5.4%	2.9	-8.8	27.3%	0.4%	0.0	-15.5%	0.0%
Cc1cc(CCCCCCCCc2cc(C)cc(=O)o2)oc(=O)c1	?	-0.4%	-0.3%	2.5%	-1.8	9.8	36.1%	-1.5%	3.7	2.2%	-3.4%
COc1ccc(NC(=S)N2CCC(NC(=O)c3cccc(F)c3)CC2)cc1	3.5%	0.8%	-2.4%	0.2%	-5.5	-18.1	-21.7%	-7.1%	-2.2	-1.1%	-1.5%
CCOC(=O)c1cnc(-n2nc(C)cc2C)nc1NNc1cc(C)nc(-c2ccccc2)n1	?	-7.3%	0.1%	-8.6%	18.1	-11.4	0.1µM*	19.9%	-3.6	4.3%	-0.2%
Cc1ccc(S(=O)(=O)n2nc(C)c(C#N)c2N)cc1	3.1%	-1.1%	1.9%	-5.6%	10.9	8.0	-0.3%	0.6%	4.1	5.4%	1.9%
O=S(=O)(c1ccccc1)N1CCCN(S(=O)(=O)c2ccccc2)CC1	-18.0%	-3.6%	0.0%	-7.8%	7.4	45.6[activator]	28.9%	-3.5%	2.9	0.0%	-17.6%
O=C(NNC(=O)c1cccc(S(=O)(=O)N2CCc3ccccc32)c1)c1ccccc1	?	-17.5%	-8.5%	-15.2%	-19.6	-26.6	32.7%	-7.4%	-0.3	?	3.5%
Cc1ccc(C)c(S(=O)(=O)N2CCCOC2CNC(=O)C(=O)NCCN2CCOCC2)c1 (stereo unspecified)	5.4%	0.7%	-2.7%	8.1%	-9.7	14.3	10.7%	-5.9%	.	-3.3%	2.2%
COc1ccc2c(c1OC)c(=O)n1c3ccc(OC(C)C(=O)NCCN4CCOCC4)cc3c3ccnc2c31 (stereo unspecified)	-20.3%	-3.0%	-2.1%	-2.9%	-1.0	4.7	-8.2%	-4.5%	-3.8	10.8%	10.9%
CCOC(=O)c1c(CN2CCN(CCO)CC2)n(C)c2cc(Br)c(OC)cc12	-3.8%	-0.5%	0.9%	-5.7%	-1.9	8.2	-33.9%	-1.3%	1.8	-2.2%	.
Cc1ccc(CNC(=O)CCn2cc(-c3ccc(F)cc3)nc2-c2ccncc2)cc1	.	0.9%	0.0%	-3.8%	.	-0.9	.	-0.4%	.	2.0%	27.4%
C/C(=N\NC(=O)CC(C)C)c1c(C(F)(F)F)[nH]n(-c2nc3ccccc3s2)c1=O	8.9%	?	-1.3%	?	-26.0	3.7	-42.1%	?	-8.6	5.36µM*	-7.6%
Cc1ccc(S(=O)(=O)Cn2nnnc2CN(Cc2ccco2)CC2CCCO2)cc1 (stereo unspecified)	23.1%	-2.9%	-0.8%	-0.5%	-3.9	2.5	19.4%	-1.0%	0.8	0.0%	5.8%

Entries above shown as hits in RORg inh:
| Molecule | Rab9 prom act | RORg inh | uPA generation |
| --- | --- | --- | --- |
| CCOC(=O)c1cnc(-n2nc(C)cc2C)nc1NNc1cc(C)nc(-c2ccccc2)n1 | -8.6% | 0.1µM* | -0.2% |

Molecules from the list above with an NH in an aromatic ring, in the order listed:
SMILES	VP16 counter	NPC1 prom act	Tb PFK inh	Rab9 prom act	KCNH2 3.1 inh	Giardia killer	RORg inh	ELG1 genotoxic	FBPA coupling cs	FLuc counter	uPA generation
COc1ccc(CCN2C(=O)c3[nH]nc(-c4ccccc4O)c3C2c2cccc(O)c2)cc1OC (stereo unspecified)	-14.3%	1.6%	3.3%	-0.8%	-3.9	-9.7	-5.8%	-2.8%	0.1	-4.3%	-1.3%
C/C(=N\NC(=O)CC(C)C)c1c(C(F)(F)F)[nH]n(-c2nc3ccccc3s2)c1=O	8.9%	?	-1.3%	?	-26.0	3.7	-42.1%	?	-8.6	5.36µM*	-7.6%
